Dynein transport: inhibitors of GR-EGFP nuclear translocation, primary screen, dynein cargo transport inhibitor project, imaging, high-content, 3617.4 mouse cells; z-score, hits read low; test concentration mostly 20 µM; stimulated with dexamethasone, 1 µM; stronger effect = lower value; AID 1381, 2008; 220,000 tested, 0.47% active;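 active = plate z-score of nuclear minus cytoplasmic receptor signal below a set negative limit, without overly bright fluorescence or cell loss, cut at about -3.5 in these data, passing the limit was not always enough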;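 note: z-score of nuclear minus cytoplasmic ring GR-EGFP intensity difference per well; some compounds called inactive have numbers as strong as hits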
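Also added: dexamethasone, 1.0 µM final. Medium: tet-free, stripped-serum medium. Detection: fixed, Hoechst-stained cells imaged at 10x for EGFP. Read-out: nuclear-to-cytoplasmic GR-EGFP distribution per well. Times: induction 48 h, compound 1 h, agonist 30 min.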
WT yeast gro inh: growth inhibition of WT strain, primary screen, mitochondrial fusion inhibitor project, WT and mutant strains, chemical genetic; mitochondrial fusion phenotypic screen; 190,000 tested, 2.1% active; inhibition, % at 10 µM; in the data active = inhibition above about 58%; tested in S. cerevisiae
Autophagy mod: autophagy modulators in MEF cells, primary screen, imaging, high-content, MEF GFP-LC3. MEF GFP-LC3 puncta imaging; test concentration mostly 10 µM. calls only at 10 µM (by protocol). 190,000 tested, 0.98% active. AID 463193, 2010;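 active = percentage of spot-positive cells more than 3 SD above its plate mean, without a fluorescence outlier flag or 80% toxicity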;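 note: spot-positive cell cutoff set from DMSO-treated cells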
MT stabilizer: microtubule stabilizers in HeLa cells, primary screen, imaging, high-content imaging; HeLa tubulin immunostaining HCS, 24 h; share of cells brighter than vehicle mean+2SD; % tubulin-high responders, % at 10 µM; 200,000 tested, 0.83% active;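 active = plate Z-score above 3 for both tubulin-high and condensed-nucleus cell shares, with cell loss under 80%, at 10 µM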;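 note: anti alpha tubulin signal scored within the nucleus-defined area of each cell; some results filed as inactive read as strong as hits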
P. falciparum M1AAP: P. falciparum M1AAP inhibitors, biochemical, fluorogenic H-Leu-NHMec substrate, 1536-well (AID 1445) | 220,000 tested, 0.42% active | Aminopeptidase N (Plasmodium falciparum (isolate 3D7)) | recombinant M1AAP, H-Leu-NHMec fluorogenic kinetic assay; higher % means a stronger effect | one-dose inhibition, % at 30 µM; IC50 in µM for titrated hits;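 active = primary inhibition above the hit cutoff, then over 50% inhibition at one or more dose response concentrations, cut at about 23% in these data, passing the limit was not always enough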;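 note: plate controls were DMSO full reaction for no effect and no enzyme background for full effect; strong numbers were not always called active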
P. falciparum M17LAP: P. falciparum M17LAP inhibitors, primary screen, biochemical, fluorogenic H-Leu-NHMec substrate, 1536-well (AID 1619); recombinant M17LAP, H-Leu-NHMec fluorogenic kinetic assay; higher % means a stronger effect; inhibition, % at 30 µM, or IC50 in µM where a hit was titrated; 220,000 tested, 0.38% active;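 active = compound inhibiting the enzyme by more than half at any dose during confirmatory dose-response retesting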;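 note: plate controls were full reaction with DMSO carrier for no effect and no enzyme background for full effect; strong numbers were not always called active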
bCat nuc transl: modulators of beta-catenin nuclear translocation, primary screen, imaging, HeLa cells, immunofluorescence, high-content; 190,000 tested, 0.3% active; nuclear translocation activity, % at 5 µM;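 active = nuclear translocation activity above 50% at 5 µM, with a well cell count of 50 or more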;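 note: per-cell ratio of nuclear to cytoplasmic median beta-catenin stain intensity; plate controls were DMSO negative control for no effect and GSK-3 inhibitor IX positive control for full effect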
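System: HeLa cells, endogenous beta-catenin; compound dosing: 5 µM primary single dose, 0.1% DMSO, 0.02–20 µM confirmation series; incubation: 24 h compound exposure at 37°C, 5% CO2; signal: beta-catenin immunofluorescence imaging with DAPI; evaluation: % activation, nuclear-to-cytoplasmic median beta-catenin signal ratio per cell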
Yfh1-off respiration: enhancers of respiration in Yfh1-depleted yeast, dose response, Friedreich's ataxia, plus single-dose screen (AID 1465). S. cerevisiae Yfh1-off respiration, WST-1 reduction, 72 h; higher fold induction means a stronger effect. fold induction at 50 µM, or EC50 in µM where a hit was titrated. 220,000 tested, 0.074% active;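 active = fold induction of absorbance versus untreated yeast above a set limit, then at least 30% activation at any dose in follow-up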;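 note: activators that raise dye reduction in frataxin-depleted yeast; strong numbers were not always called active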
T cell HTS: modulators of CD8 T cell-vesicle binding, primary screen, mouse 2C CD8+ T cells, flow cytometry; calls only at 7 µM; 2C CD8+ T cell-vesicle binding; stronger effect = lower value; 330,000 tested, 0.068% active;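 active = response, share of CD8 T cells binding vesicles, and their 90th percentile fluorescence all below set limits, cut at about 80% in these data, passing the limit was not always enough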
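Incubation: binding step 1.5 h, 37 °C, antibody labelling 20 min, ice; system: murine 2C transgenic CD8+ T lymphocytes; technique: cytometric PE anti-B7-1 and Alexa647 anti-CD8 signals after 1% paraformaldehyde fixation; also added: QL9-charged Drosophila Ld/ICAM-1/B7-1 vesicles; control set: naked versus QL9-loaded vesicles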
WT yeast gro inh mutant strain: further read-out of WT yeast gro inh, marked with its call; inhibition, %; mitochondrial fusion phenotypic screen, mutant strain inhibition
Dynein transport cytoplasmic EGFP: recorded beside Dynein transport, whose call it bears; z-score; measured here: cytoplasmic GR-EGFP intensity; stronger effect = higher value
Dynein transport nuclear GR-EGFP: also measured in Dynein transport; calls as there; z-score; measured here: nuclear GR-EGFP intensity;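 lower value marks the stronger effect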
Dynein transport cell count: recorded beside Dynein transport, whose call it bears; z-score; measured here: cell count per field
bCat nuc transl cell count 5 µM: second read-out of bCat nuc transl, no call of its own (marks repeat the call); cell count; measured here: cell count, cytotoxicity flag
T cell HTS vesicle-bound %: second read-out of T cell HTS, no call of its own (marks repeat the call); double positive events, %; measured here: CD8+ vesicle-bound cell fraction;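 binding gate set so that unloaded-vesicle control wells show 10% double positive cells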
MT stabilizer Hoechst-high %: also measured in MT stabilizer; calls as there; % Hoechst-high responders; measured here: nuclear condensation Hoechst responders;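 share of cells brighter than vehicle mean plus two SD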
MT stabilizer cytotoxicity %: second read-out of MT stabilizer, no call of its own (marks repeat the call); toxicity, %; measured here: cytotoxicity by cell density;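 0% = mean cell density of plate MIN control wells and 100% = no cells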
Autophagy mod cell loss 18 h: further read-out of Autophagy mod, marked with its call; toxicity, %; measured here: cell loss, nuclei count;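 cell loss after 18 h compound exposure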
Active calls of the source: *; i = inactive; nt = not tested or not shown.

SMILES | Dynein transport | Dynein transport cytoplasmic EGFP | Dynein transport nuclear GR-EGFP | Dynein transport cell count | WT yeast gro inh | WT yeast gro inh mutant strain | Autophagy mod | Autophagy mod cell loss 18 h | MT stabilizer | MT stabilizer Hoechst-high % | MT stabilizer cytotoxicity % | P. falciparum M1AAP | P. falciparum M17LAP | bCat nuc transl | bCat nuc transl cell count 5 µM | Yfh1-off respiration | T cell HTS | T cell HTS vesicle-bound %
CCCCc1c(C)nc(Nc2ccc(OC)cc2)[nH]c1=O | -0.14 | -0.23 | 0.068 | 0.062 | -2 | 8 | i | -2 | 1.9 | 2.9 | 4.7 | 0% | 4% | 2.6 | 487 | i | i | 31
COc1ccc2c(c1)C1CC(C)(NC(=O)C1C(=O)c1ccccc1)O2 (stereo unspecified) | 0.21 | -0.18 | 0.5 | -0.55 | -5 | 0 | i | -5 | 2.7 | 2.0 | 10.0 | -7% | -3% | nt | nt | i | i | 28
CCCN(CCC)C(=S)Nc1cc(C(=O)OC)ccc1C(=O)OC | -0.55 | 0.003 | -0.55 | 0.7 | -4 | -4 | i | -2 | 4.1 | 2.8 | 11 | 4% | -49% | -2.1 | 584 | i | i | 40
COc1ccccc1-c1c(C)nn2c(N3CCN(c4ccccc4OC)CC3)cc(C)nc12 | 0.089 | 0.085 | 0.35 | -1.6 | 26 | 5 | i | -6 | 2.9 | 3.5 | 7.5 | 3% | -6% | nt | nt | i | i | 43
CC(=O)N1c2ccccc2C(C)=CC1(C)C | -1 | -0.62 | -0.74 | 0.77 | nt | nt | nt | nt | nt | nt | nt | 1% | 10% | -0.4 | 1403 | i | i | 17
CCn1c(SCc2ccc(C#N)cc2)nnc1-c1cccc(Cl)c1 | -0.27 | -0.27 | -0.18 | 0.1 | 6 | 13 | i | 4 | 3.8 | 2.5 | 35 | 4% | 2% | nt | nt | i | i | 33
COC(=O)CSc1nnc(CNc2ccc(Cl)cc2)n1-c1ccccc1 | 0.64 | -0.24 | -0.74 | 1 | 16 | 12 | i | -1 | 2.2 | 2.6 | 5.0 | 1% | 7% | -0.7 | 1355 | i | i | 43
CCn1c(-c2nn(-c3ccccc3)ccc2=O)n[nH]c1=S | -1.4 | 0.36 | -0.68 | 1 | -12 | 6 | i | -4 | 5.8 | 2.9 | 7.6 | 7% | 12% | 1.1 | 1515 | i | i | 59
COc1cc(NS(=O)(=O)c2cc(C(=O)N3CCN(C(C)=O)CC3)ccc2OC)cc(OC)c1 | 0.14 | -0.23 | -0.3 | 0.14 | -12 | -14 | i | -14 | 3.9 | 2.1 | 9.6 | 10% | 20% | -1.7 | 1066 | i | i | 64
CC(=O)NCCN=C(C)c1sc2ccccc2c1O | -0.61 | -0.21 | -0.036 | 0.25 | -5 | 7 | i | 1 | 4.3 | 2.0 | 3.2 | 7% | 9% | -0.6 | 1136 | i | i | 23
Cc1cccc(-c2nnc(N)s2)c1 | 1.4 | -0.14 | 0.79 | -0.89 | -4 | -3 | i | 16 | 5.4 | 5.2 | 9.9 | 6% | 2% | -2.4 | 880 | i | i | 36
COc1ccccc1NC(=O)c1ccc(S(=O)(=O)N(C)C)cc1 | -0.12 | -0.28 | 0.053 | 0.42 | 6 | 5 | i | -4 | 3.5 | 3.4 | 0.0 | 6% | 6% | 0.8 | 1061 | i | i | 50
COc1ccc(C(=O)/C(C#N)=N/Nc2ccccc2[N+](=O)[O-])cc1 | -0.31 | -0.27 | -0.41 | 0.76 | -1 | -20 | i | 16 | 11 | 54 | 28 | 6% | 0% | 59* | 91* | i | i | 39
Cc1cccc(-c2noc(C3CCCCC3)n2)c1 | -0.75 | 1.7 | -0.098 | 0.55 | 3 | 2 | i | 2 | 3.3 | 2.6 | 4.3 | -4% | -4% | -6.5 | 1168 | i | i | 52
Cc1csc2nc(CNC(=O)C3CCCCC3)cn12 | -0.84 | -0.23 | -0.12 | 0.66 | 13 | 2 | i | 23 | 1.5 | 2.0 | 4.2 | 7% | 8% | -0.6 | 1034 | i | i | 15
c1csc(C2CCCN2c2nc3nonc3nc2NC2CC2)n1 (stereo unspecified) | -0.67 | -0.039 | -0.16 | -0.66 | -19 | -14 | i | 29 | 3.8 | 2.0 | 5.4 | 6% | 24% | -0.9 | 964 | i | i | 43
Cc1ccc(-c2cc(C(=O)N/N=C\c3cnn(C)c3C)c3ccccc3n2)cc1C | -0.78 | -0.26 | -0.44 | 0.35 | 19 | 1 | i | 33 | 2.3 | 1.3 | 8.0 | -3% | -2% | nt | nt | i | i | 41
O=C(Nc1c2c(nn1-c1ccc(F)cc1)CSC2)c1ccc(S(=O)(=O)N2CCOCC2)cc1 | 1.1 | -0.21 | 0.44 | -1.3 | 19 | 9 | i | 16 | 4.1 | 2.0 | 9.2 | 9% | -6% | -2.5 | 1071 | i | i | 59
O=C1c2oc3ccc(F)cc3c(=O)c2C(c2ccccc2)N1CC1CCCO1 (stereo unspecified) | -0.67 | -0.36 | -0.95 | 0.66 | -13 | -11 | i | 7 | 5.6 | 2.9 | 5.8 | -4% | 6% | -2.4 | 897 | i | i | 40
CCCCOC(=O)C1=C(C)NC2=C(C(=O)CCC2)C1c1cc(OC)ccc1OC (stereo unspecified) | -0.58 | -0.18 | -0.049 | 0.54 | 2 | -32 | i | 5 | 2.3 | 1.9 | 4.4 | 5% | 9% | nt | nt | nt | i | 27
CC1CCCCC1NC(=O)c1ccc2c(c1)[nH]c(=O)n2C1CCCC1 (stereo unspecified) | 0.15 | -0.22 | 0.24 | -0.26 | 28 | 26 | i | 0 | 2.5 | 2.0 | 7.5 | 6% | 0% | 0.4 | 940 | i | i | 54
CCOC(=O)C1=C(C)NC(C)=C(C(=O)OC)C1c1ccco1 (stereo unspecified) | -0.033 | 0.076 | -0.22 | 0.61 | nt | nt | nt | nt | nt | nt | nt | -5% | -4% | 0.3 | 1297 | i | i | 19
O=C(Cc1cccs1)Nc1ccon1 | -0.58 | -0.26 | 0.22 | 0.49 | 1 | -1 | i | 3 | 2.4 | 1.3 | 6.4 | 6% | -4% | -1.2 | 1028 | i | i | 55
CCOC(CNC(=O)Cn1nc(C)c2ccccc21)OCC | 0.18 | -0.29 | -0.41 | -0.88 | -1 | -12 | i | 39 | 3.7 | 1.9 | 7.3 | 5% | 3% | 0.4 | 1048 | i | i | 31
CC1(C)CC(=O)C=C(N2CCOCC2)C1 | -0.64 | -0.08 | -0.16 | 0.17 | -3 | 1 | i | -21 | 2.8 | 1.2 | 2.3 | 7% | 1% | -1.2 | 1084 | i | i | 20
COc1ccc(C(=O)CSc2nnc(CNc3ccc(C)cc3C)o2)cc1 | -0.12 | -0.013 | -0.18 | 0.078 | -11 | -15 | i | -6 | 3.2 | 2.4 | 6.1 | 2% | -1% | -0.7 | 1091 | i | i | 26
COc1ccc(CC(=O)NCc2n[nH]c(=S)n2-c2ccccc2OC)cc1 | 1.8 | -0.15 | 1.4 | -1.8 | -13 | -11 | i | -11 | 5.7 | 1.7 | 6.2 | 5% | -1% | -1.1 | 1096 | i | i | 12
O=C(C[n+]1ccsc1)c1ccccc1 | -0.87 | -0.29 | -0.6 | 0.56 | -3 | -11 | i | -10 | 3.0 | 3.0 | 5.3 | -1% | 11% | 0.8 | 487 | i | i | 43
CC(=O)N1CCN=C1SCc1ccccc1Cl | 0.15 | -0.15 | 0.25 | -0.42 | -14 | 6 | i | 5 | 2.0 | 3.8 | 5.8 | 0% | 2% | nt | nt | i | i | 36

Another view of three compounds above:
Below each SMILES: Dynein transport	Dynein transport cytoplasmic EGFP	Dynein transport nuclear GR-EGFP	Dynein transport cell count	WT yeast gro inh	WT yeast gro inh mutant strain	Autophagy mod	Autophagy mod cell loss 18 h	MT stabilizer	MT stabilizer Hoechst-high %	MT stabilizer cytotoxicity %	P. falciparum M1AAP	P. falciparum M17LAP	bCat nuc transl	bCat nuc transl cell count 5 µM	Yfh1-off respiration	T cell HTS	T cell HTS vesicle-bound %
O=C(Nc1c2c(nn1-c1ccc(F)cc1)CSC2)c1ccc(S(=O)(=O)N2CCOCC2)cc1
 : 1.1	-0.21	0.44	-1.3	19	9	i	16	4.1	2.0	9.2	9%	-6%	-2.5	1071	i	i	59
c1csc(C2CCCN2c2nc3nonc3nc2NC2CC2)n1 (stereo unspecified)
 : -0.67	-0.039	-0.16	-0.66	-19	-14	i	29	3.8	2.0	5.4	6%	24%	-0.9	964	i	i	43
CC1(C)CC(=O)C=C(N2CCOCC2)C1
 : -0.64	-0.08	-0.16	0.17	-3	1	i	-21	2.8	1.2	2.3	7%	1%	-1.2	1084	i	i	20
